# Assay outcomes from PubChem.
# NCI-60 one-dose screen, 48 h, at 10 µM unless noted. Numbers give growth in % (100 = growth as untreated, 0 = no growth, -100 = all killed).
# SNB-19 = SNB-19 CNS cancer cells. 81,000 tested, 2.5% active. AID 1794751
# U251 = U251 CNS tumor cells | 80,000 tested, 5.4% active
# SNB-75 = SNB-75 CNS cancer | 79,000 tested, 5% active | AID 1794750
# SF-268 = SF-268 CNS cancer cells | AID 1794759 | 82,000 tested, 3.1% active
# KM12 = KM12 colon cancer cells; 82,000 tested, 5% active
# HCT-116 = HCT-116 colon cancer; 82,000 tested, 7.3% active; AID 1794798
# HCC-2998 = HCC-2998 colon cancer; 79,000 tested, 4.7% active
# SF-295 = SF-295 CNS cancer cells. AID 1794758. 79,000 tested, 5.6% active
# SF-539 = SF-539 CNS cancer; 81,000 tested, 6.8% active; AID 1794752
# * = called active by the depositor; x = no result given; [ ] = dose if it differs, or a comment. The calls were made as follows: active = growth percent below 10; inactive = the rest.
SMILES,SNB-19,U251,SNB-75,SF-268,KM12,HCT-116,HCC-2998,SF-295,SF-539
O=C1C=Cc2ncccc2C1=O,85,42,119,97,104,27,110,102,86
O=C(N/N=C/c1cccc(OCc2ccccc2)c1)c1cnn2c1NC(c1ccccc1)C2 (centres undefined),67,46,51,56,73,52,100,72,56
Cn1cccc1C(=O)c1n[nH]n2c1nc(=O)c1sc3c(c12)CCCC3,103,98,92,90,95,94,96,96,94
Clc1ccc(-c2ccc(-n3ccnc3)nn2)cc1,102,93,117,109,107,106,99,104,120
CC(=O)Nc1nc2c(s1)CCc1c-2cn(S(=O)(=O)c2ccccc2)c1-c1ccccc1,94,62,83,71,55,58,80,44,93
CN(C)c1ncc2c(=O)[nH]cnc2n1,x,103,176,167,142,98,110,134,98
OCCC#CCCCOC1CCCCO1 (centres undefined),108,96,74,112,110,115,x,101,100
Oc1ccc(/C=C\c2cnccn2)cc1,106,88,67,84,114,105,x,122,96
Cc1cc2ccccc2c[n+]1CC(=O)c1ccc(-c2ccccc2)cc1,59,43,61,73,57,28,62,42,75
C#C[C@]1(O)CC[C@H]2[C@@H]3CC=C4c5sc(Nc6ccc(C)cn6)nc5CC[C@]4(C)[C@H]3CC[C@@]21C,-21*,-1.8*,-12*,-7.7*,-35*,5.1*,19,-70*,-67*
COC1=CC2C=C(C3N(c4ccccc4)NC(=O)[C@@H]4CCCN34)C(=O)NC2C=C1 (some centres undefined),104,110,85,100,100,94,95,103,109
CC(=O)c1c(C)c2ccc(Nc3nccc(-c4cccnc4)n3)cc2oc1=O,108,96,98,101,104,102,107,100,100
Nc1ncnc2c1ncn2[C@@H]1O[C@H](COS(N)(=O)=O)[C@@H](O)[C@H]1O,107,103,111,104,104,95,114,103,106
CSC1=C(C#N)C(N)=NN2C(=N1)C(c1nc3ccccc3s1)=Cc1cc(Br)ccc12,94,93,82,88,90,101,105,100,114
O=C(Nc1ccc(N2CCOCC2)cc1)Nc1ccc2c(ccn2C(=O)c2cccc(F)c2)c1,47,42,12,65,74,24,62,32,28
CC(=O)Oc1ccccc1-c1ccccc1,x,102,85,111,112,100,105,108,98
FC(F)(F)c1nn(-c2ccccc2)c2c1-c1cc(Cl)ccc1CO2,106,97,85,96,96,86,113,105,99
O=C1Nc2c(ccc(Cl)c2Cl)/C1=C/c1ccccn1,84,85,85,85,87,24,85,107,93
O=C1CCc2ccccc21,99,93,101,100,102,99,102,106,109
CC1(C)C(C(=O)O)N2C(=O)C[C@H]2S1(=O)=O (some centres undefined),104,106,75,108,110,108,111,95,105
COC(=O)[C@]12CC[C@@H](C)[C@H](C)[C@@H]1C1=CC[C@@H]3[C@@]4(C)C[C@@H](OC(C)=O)[C@H](O)[C@@](C)(COC(C)=O)[C@@H]4[C@H](O)C[C@@]3(C)[C@]1(C)CC2,-83*,-94*,-81*,-72*,-75*,-69*,-90*,-92*,-85*
CCOC(=O)C(C)(C)Oc1ccc(Cl)cc1,100,109,x,115,107,108,95,107,104
N#Cc1c(-c2cccc(Cl)c2)cc(-c2ccncc2)[nH]c1=O,98,99,106,99,101,100,115,103,96
COc1ccc(/C=C(/C#N)C(N)=O)cc1Br,108,107,98,110,117,99,110,99,100
NC(=O)SCC(=O)Nc1ccc(S(=O)(=O)Nc2ccccn2)cc1,99,86,97,107,102,96,102,94,95

# An excerpt of these results, with two lines to a compound:
# Each structure is followed by: SNB-19, U251, SNB-75, SF-268, KM12, HCT-116, HCC-2998, SF-295, SF-539
> COC(=O)[C@]12CC[C@@H](C)[C@H](C)[C@@H]1C1=CC[C@@H]3[C@@]4(C)C[C@@H](OC(C)=O)[C@H](O)[C@@](C)(COC(C)=O)[C@@H]4[C@H](O)C[C@@]3(C)[C@]1(C)CC2
  -83*, -94*, -81*, -72*, -75*, -69*, -90*, -92*, -85*
> COc1ccc(/C=C(/C#N)C(N)=O)cc1Br
  108, 107, 98, 110, 117, 99, 110, 99, 100
> Clc1ccc(-c2ccc(-n3ccnc3)nn2)cc1
  102, 93, 117, 109, 107, 106, 99, 104, 120
> Oc1ccc(/C=C\c2cnccn2)cc1
  106, 88, 67, 84, 114, 105, x, 122, 96
> O=C(N/N=C/c1cccc(OCc2ccccc2)c1)c1cnn2c1NC(c1ccccc1)C2 (centres undefined)
  67, 46, 51, 56, 73, 52, 100, 72, 56

# Laid out differently: entries from further up.
Compound	SNB-19	U251	SNB-75	SF-268	KM12	HCT-116	HCC-2998	SF-295	SF-539
CCOC(=O)C(C)(C)Oc1ccc(Cl)cc1	100	109	x	115	107	108	95	107	104
N#Cc1c(-c2cccc(Cl)c2)cc(-c2ccncc2)[nH]c1=O	98	99	106	99	101	100	115	103	96
COc1ccc(/C=C(/C#N)C(N)=O)cc1Br	108	107	98	110	117	99	110	99	100

# Limited to KM12 and U251, for two of the compounds above:
mol	KM12	U251
OCCC#CCCCOC1CCCCO1 (centres undefined)	110	96
COc1ccc(/C=C(/C#N)C(N)=O)cc1Br	117	107

# More structures
SMILES,SNB-19,U251,SNB-75,SF-268,KM12,HCT-116,HCC-2998,SF-295,SF-539
c1ccc(-c2n(Cc3ccc4ccccc4n3)c3ccccc3[n+]2Cc2ccc3ccccc3n2)cc1,11,12,-22*,5.9*,-61*,5.9*,-3.5*,-9.2*,7.9*
COc1ccc2cc(C(C)C(=O)Nc3ccc(-c4nnc(C5CCCCC5)s4)cc3)ccc2c1 (centres undefined),102,106,98,108,113,96,111,112,105
O=C(O)COc1ccc([N+](=O)[O-])cc1Cl,107,96,94,109,103,105,113,x,98
CNc1ccc(C(=O)C2CC2)cc1,100,103,82,110,108,88,112,96,97
NC1=Nc2cc(OCCCN3Cc4ccccc4C3)c(OCC3CC3)cc2C12CCCC2,82,50,60,74,70,33,1.5*,65,49
Cn1cc(/C=C2\C(=O)N(CCCCCn3c4ccccc4c(=O)c4ccccc43)c3ccccc32)c2ccccc21,101,107,84,83,93,90,112,105,104
Nc1c(C(=O)c2ccccc2)oc2nc(-c3cnccn3)cc(-c3cccs3)c12,97,99,101,102,104,77,103,100,104
C=CCN1CCN(/C(=N/c2sc(-c3ccccc3)nc2-c2ccccc2)c2ccccc2)CC1,106,103,95,102,90,87,95,107,95
CNC(=O)c1c(NC(=O)c2ccc(C(C)C)cc2)sc2c(CN(C)C)c(O)ccc12,103,82,98,91,66,46,55,98,97
COc1cc(C2C=C(C)N=C3SC=C(C)N32)cc(OC)c1OC (centres undefined),33,-76*,25,-17*,-77*,-67*,-90*,-1.7*,-40*
O=[N+]([O-])c1c(F)cc(F)cc1F,108,105,103,110,116,88,115,103,97
CCOC(=O)c1c2c(c(C)n1Cc1ccccc1)-c1[nH]ncc1CC2,98,90,99,96,104,84,106,96,87
N#Cc1cnn(C2=NC(c3cccc([N+](=O)[O-])c3)c3sc4ccc(Cl)cc4c3N2)c1N (centres undefined),103,111,88,95,96,95,113,103,97
O=C(O)COc1ccc(/C=C2/SC(=S)N(c3ccccc3)C2=O)cc1,100,103,91,106,105,107,103,88,92
COc1nc2cc(OC(C)C)ccc2cc1-c1nc2c(cnn2-c2ccc(Br)cc2)c(=O)[nH]1,99,100,87,101,105,104,114,98,95
c1ccc(NC2CCCCC2)cc1,93,98,95,99,107,98,96,94,96
O=C1NC(=O)C(CC(=O)n2c(-c3ccccc3)nc3ccccc32)C(=O)N1,90,x,71,99,101,104,113,97,95
CC1(c2cccc(N)c2)OCCO1,108,94,87,x,105,103,113,98,110
Cn1cccc1-c1cc(C(=O)N/N=C\c2cccc(O)c2)[nH]n1,107,113,113,104,104,99,94,92,104
CC(C)C(=O)Nc1cccc(C(=O)NC(=S)Nc2ccc(C(=O)O)cc2)c1,111[100 µM],102[100 µM],99[100 µM],111[100 µM],99[100 µM],108[100 µM],110[100 µM],116[100 µM],106[100 µM]
CC(=O)c1cc(C(=O)N2c3ccccc3Sc3ccccc32)n2ccc(C)cc12,50,36,83,49,28,7.1*,33,36,33
C=CCc1c(N(C)c2ccc(C)cc2)ncnc1-n1c(C)nc2ccccc21,90,94,80,88,88,99,92,83,94
CN1CCN(c2ncnc3c2[nH]c2ccc(Cl)cc23)CC1,101,102,93,104,89,94,92,69,113
COc1ccc(-c2cc(-c3cccs3)n3nc(Nc4ccccc4)c(-c4nc5ccccc5s4)c3n2)cc1,99,103,98,95,90,92,131,111,95
CCN1CCN(Cc2ccc(NC(=O)c3cccc(C#Cc4cccc5[nH]nc(N)c45)c3)cc2C(F)(F)F)CC1,-84*,-96*,-61*,-42*,-75*,-97*,-87*,-88*,-98*

# New compounds follow
SMILES,SNB-19,U251,SNB-75,SF-268,KM12,HCT-116,HCC-2998,SF-295,SF-539
CC(=O)Nc1ccccc1OC(=O)NC(C)(C)C,100,107,100,102,104,104,109,107,93
N#Cc1c(-c2ccc(Cl)cc2)nc(NN2C(=O)CCC2=O)nc1N1CCOCC1,95,101,66,100,102,99,111,103,98
Cc1ccccc1NC(=O)c1cccc(NC(=O)CCl)c1,73,-53*,54,60,77,27,96,38,51
COc1cc(C2CC(c3ccc4c(c3)OCO4)=NN2C(C)=O)cc(OC)c1OC (centres undefined),48,28,-12*,53,31,31,48,-7.3*,x
Cc1nc2ncccc2c(=O)n1-c1ccc(S(=O)(=O)Nc2nccs2)cc1,101,91,104,97,101,83,89,102,100
CSc1nc(=O)n(Cc2ccc(Cl)cc2)c(=O)[nH]1,108,95,75,102,108,103,103,146,101
Cc1cc2c3c(cccc3c1)C(=O)c1ccccc1-2,98,99,111,92,93,96,98,103,97
Cc1ccccc1[P+](Cc1ccccc1)(c1ccccc1)c1ccccc1,25,12,6.6*,34,8.7*,13,16,11,35
O=C(/C(=N/O)S(=O)(=O)c1ccccc1)c1cccs1,100,x,93,106,107,96,93,104,109
O=C(N/N=C/c1ccccc1)c1ccc(NC(=O)c2ccccn2)cc1,104,104,94,92,95,101,101,97,103
COc1ccccc1NC(=O)/C(=C/C1CC(=O)NC1=S)C(C)=O (centres undefined),109,109,90,92,103,95,111,105,106
COc1ccc2cc(-c3csc(Nc4ccc(F)cc4)n3)c(=O)oc2c1,103,91,68,95,107,92,102,98,95
CC1(c2ccncc2)Nc2ccccc2-c2ccnn21 (centres undefined),111,x,78,97,106,98,100,96,91
COc1ccc(C2=C(C#N)C3(C(=O)Nc4ccccc43)c3c(-c4ccc(Cl)cc4)nn(-c4ccccc4)c3N2)cc1 (centres undefined),90,75,52,76,88,65,101,71,69
CCCCCCCCCCCC(=O)C(CCCCCCCCCC)C(=O)Nc1ccccc1 (centres undefined),101,99,101,104,106,94,101,102,98
O=c1cnc2ccccc2[nH]1,103,107,103,108,105,104,121,121,111
CCC(=O)Oc1cccc(OC(=O)CC)c1,113,100,100,102,101,106,102,103,87
Nc1cccc(/C=C\C(=O)O)c1,101,99,92,101,103,100,110,124,106
COc1cccc(N)c1N,104,95,91,98,103,100,94,103,x
CCOC(=O)c1cnn(CC(O)CC)c1NC(=O)NCc1ccccc1F (centres undefined),99,103,100,99,100,83,93,100,103
COc1cc(C=C2C(=O)NC(=S)NC2=O)cc(CN2CCOCC2)c1O,98,102,100,99,111,104,108,102,96
COc1ccc(N=Nc2c(N)nn3cc(-c4nc5ccccc5s4)c(N)nc23)cc1,101,99,85,102,99,99,104,112,104

# Structural class, the compounds so far containing a cyano group
SMILES,SNB-19,U251,SNB-75,SF-268,KM12,HCT-116,HCC-2998,SF-295,SF-539
CSC1=C(C#N)C(N)=NN2C(=N1)C(c1nc3ccccc3s1)=Cc1cc(Br)ccc12,94,93,82,88,90,101,105,100,114
N#Cc1c(-c2cccc(Cl)c2)cc(-c2ccncc2)[nH]c1=O,98,99,106,99,101,100,115,103,96
COc1ccc(/C=C(/C#N)C(N)=O)cc1Br,108,107,98,110,117,99,110,99,100
N#Cc1cnn(C2=NC(c3cccc([N+](=O)[O-])c3)c3sc4ccc(Cl)cc4c3N2)c1N (centres undefined),103,111,88,95,96,95,113,103,97
N#Cc1c(-c2ccc(Cl)cc2)nc(NN2C(=O)CCC2=O)nc1N1CCOCC1,95,101,66,100,102,99,111,103,98
COc1ccc(C2=C(C#N)C3(C(=O)Nc4ccccc43)c3c(-c4ccc(Cl)cc4)nn(-c4ccccc4)c3N2)cc1 (centres undefined),90,75,52,76,88,65,101,71,69
